# Compound activity: PubChem BioAssay, several laboratories
# Rev-erbA mod – modulators of Rev-erb alpha DNA binding, primary screen, biochemical, FITC-DNA, fluorescence polarization, uHTS | Nuclear receptor subfamily 1 group D member 1 (Homo sapiens), P20393 | Rev-erbα–FITC-DNA binding, 90 min | activity, % at 10 µM | 370,000 tested, 0.79% active | AID 1259318, 2017;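 active = activity above about 14%, limit read from the data; passing the limit was not always enough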;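 note: 0% = DMSO wells with 35 nM protein and 100% = DMSO wells with 750 nM protein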
# Target sequence (P20393 whole entry, looked up): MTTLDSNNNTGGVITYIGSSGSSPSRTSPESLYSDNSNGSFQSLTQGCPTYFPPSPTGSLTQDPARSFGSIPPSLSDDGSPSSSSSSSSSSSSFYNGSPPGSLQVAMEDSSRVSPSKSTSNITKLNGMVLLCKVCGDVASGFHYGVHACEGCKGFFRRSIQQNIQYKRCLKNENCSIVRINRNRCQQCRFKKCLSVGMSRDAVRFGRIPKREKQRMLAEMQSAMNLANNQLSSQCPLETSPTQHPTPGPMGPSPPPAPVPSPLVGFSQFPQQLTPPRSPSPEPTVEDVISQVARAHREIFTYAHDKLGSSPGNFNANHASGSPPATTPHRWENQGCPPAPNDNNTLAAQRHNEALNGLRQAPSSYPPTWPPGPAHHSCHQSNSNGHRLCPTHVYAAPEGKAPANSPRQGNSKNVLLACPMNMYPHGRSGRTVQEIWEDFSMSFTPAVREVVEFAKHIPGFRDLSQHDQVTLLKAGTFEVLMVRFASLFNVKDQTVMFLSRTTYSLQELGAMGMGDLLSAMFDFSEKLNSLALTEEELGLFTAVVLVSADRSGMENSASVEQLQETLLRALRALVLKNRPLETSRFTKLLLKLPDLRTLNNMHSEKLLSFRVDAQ
# hcDAF-12 act – H. contortus DAF-12 nuclear receptor activators, primary screen, cell-based, luminescence, HEK293, lit1-tk-luc reporter. HEK293 hcDAF-12 lit1-tk-luc reporter; 0% DMSO, 100% Δ7-dafachronic acid. activation, % at 6.8 µM. 370,000 tested, 1.4% active. AID 652067, 2013;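 active = activation above the mean of all tested compounds plus 3 SD, cut at about 5.5% in these data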;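 note: 100% = response to 3 µM Δ7-dafachronic acid high control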
# GAA850 FXN act – FXN promoter activators, primary screen, cell-based, luciferase luminescence, HEK293 lucGAA850. HEK293 lucGAA850 FXN promoter luciferase reporter, 24 h; percent of 10 µM SAHA response. activation, % at 6 µM. AID 540364, 2011. 360,000 tested, 0.56% active;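 active = activation above the average of all compounds screened plus 3 SD, cutoff fixed separately per campaign, cut at about 7.5% in these data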;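 note: 0% = DMSO wells and 100% = 10 µM SAHA wells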
# sPLA2-III inh – human group III sPLA2 inhibitors, primary screen, biochemical, QFRET, BODIPY PC-A2 liposome substrate; Group 3 secretory phospholipase A2 (Homo sapiens), Q9NZ20; QFRET BODIPY PC-A2 liposome hydrolysis, fluorescence; inhibition, % at 12.2 µM; 370,000 tested, 0.56% active;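 active = inhibition above mean plus 3 SD of compounds lying within the high and low control bounds, cut at about 19% in these data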;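 note: 0% = median of test compound wells and 100% = no enzyme DMSO wells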
# Target sequence (Q9NZ20 whole entry, looked up): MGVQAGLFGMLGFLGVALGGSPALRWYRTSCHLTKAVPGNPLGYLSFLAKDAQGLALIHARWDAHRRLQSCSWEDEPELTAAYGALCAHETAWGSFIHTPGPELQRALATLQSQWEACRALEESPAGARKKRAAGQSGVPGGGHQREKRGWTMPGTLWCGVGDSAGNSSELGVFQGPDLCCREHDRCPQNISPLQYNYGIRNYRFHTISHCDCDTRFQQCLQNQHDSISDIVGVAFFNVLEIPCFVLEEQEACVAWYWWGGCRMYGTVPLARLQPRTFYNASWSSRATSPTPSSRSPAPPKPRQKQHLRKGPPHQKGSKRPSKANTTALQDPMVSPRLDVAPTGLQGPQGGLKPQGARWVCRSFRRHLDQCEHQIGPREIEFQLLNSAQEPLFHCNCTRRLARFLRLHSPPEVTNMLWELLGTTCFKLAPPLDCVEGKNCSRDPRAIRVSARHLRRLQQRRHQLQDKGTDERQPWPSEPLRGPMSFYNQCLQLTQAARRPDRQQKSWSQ
# PG9 binder – binders of HIV-1 gp120 antibody PG9, primary screen, biochemical, TR-FRET | TR-FRET gp120-PG9 antibody binding | 360,000 tested, 0.43% active | inhibition, % at 6.7 µM; in the data active = inhibition above about 8.5%
# DAX1 inh-1 – DAX1 (NR0B1) inhibitors, primary screen, cell-based, HEK293, Gal4-DAX1, luciferase luminescence; Nuclear receptor subfamily 0 group B member 1 (Homo sapiens), P51843; HEK293 Gal4-DAX1 luciferase reporter; inhibition, % at 6.75 µM; 340,000 tested, 0.99% active; AID 504766, 2011;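 active = inhibition above the mean over all tested compounds plus 3 SD, cut at about 4.2% in these data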;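 note: 0% = DAX1-transfected cells with DMSO and 100% = empty-vector control cells with DMSO; inhibition shows as a rise in luminescence from relieved DAX1 repression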
# DAX1 inh-2 – DAX1 (NR0B1) inhibitors on StAR promoter, primary screen, cell-based, luminescence, SF-1 (NR5A1), full-length DAX-1 | 370,000 tested, 1.1% active | inhibition, % at 6.8 µM | HEK293T StAR-luciferase reporter, SF-1/DAX-1 repression relief | AID 652010, 2013;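 active = inhibition above the mean over all tested compounds plus 3 SD, cut at about 3.6% in these data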;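 note: 0% = DAX-1 cells with DMSO and 100% = cells lacking DAX-1 with DMSO; higher inhibition means more luminescence from relief of DAX-1 repression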
# PLCb3 inh – human PLC-beta3 inhibitors, primary screen, biochemical, fluorescence. 1-phosphatidylinositol 4,5-bisphosphate phosphodiesterase beta-3 (Homo sapiens), Q01970. Purified PLC-beta3, fluorogenic substrate. inhibition, % at 12.2 µM. 370,000 tested, 0.18% active. AID 720704, 2013; in the data active = inhibition above about 11%;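 note: 0% = median of compound wells on plate and 100% = full blocker control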
# SMARCA2 activ – SMARCA2 (BRM) function activators, primary screen, cell-based, luminescence, high throughput. 370,000 tested, 1% active. activation, % at 9.1 µM. AID 652017, 2013. MG213 cells, MMTV-luciferase reporter, dexamethasone, overnight; in the data active = activation above about 7.8%;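 note: 0% = vehicle wells and 100% = reference activator wells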
# hgDAF-12 ag – H. glycines DAF-12 receptor agonists, primary screen, cell-based, luminescence, HEK293, GAL4 fusion, UAS-luciferase. HEK293 GAL4-hgDAF12 UAS-luciferase reporter, agonist luminescence; normalized to butyrate control. activation, % at 6.8 µM. 370,000 tested, 1.8% active;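 active = activation above a cutoff set at the mean of all screened compounds plus 3 SD, cut at about 10% in these data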;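 note: 0% = DMSO wells and 100% = sodium butyrate wells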
# ssDAF12 agonist – S. stercoralis DAF-12 nuclear receptor activators, primary screen, cell-based, luminescence, HEK293, GRIP1 co-expression, lit1-tk-luc. Nuclear hormone receptor DAF-12 (Strongyloides stercoralis). HEK293 ssDAF-12/GRIP1 lit1-tk-luc reporter; % of 3 µM dafachronic acid response. activation, % at 6.8 µM. 370,000 tested, 1% active;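 active = activation above the mean over all tested compounds plus 3 SD, cut at about 0.9% in these data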;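 note: 0% = DMSO-only wells and 100% = 3 µM delta7-dafachronic acid wells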
# * marks the source's active call; other numbers are inactive results; . = no result given.
SMILES,Rev-erbA mod,hcDAF-12 act,GAA850 FXN act,sPLA2-III inh,PG9 binder,DAX1 inh-1,DAX1 inh-2,PLCb3 inh,SMARCA2 activ,hgDAF-12 ag,ssDAF12 agonist
Cc1ccc(F)c([C@H]2[C@@H]3C=CCC[C@@]3(C)C(=O)N2Cc2ccccc2)c1,-1.3,-2.4,0.6,5.2,-3.0,-1.3,0.0,0.7,1.2,-2.4,-1.5
N#CCc1ccc(OC(=O)c2ccncc2)cc1,-4.3,-1.4,-0.6,6.0,-2.0,-0.1,0.3,-9.6,-1.6,-0.7,-1.8
CN1C(=O)C(CC(=O)NCCc2ccccc2)N(NC(=O)c2cccc(F)c2)C1=S (stereo not given),2.4,-0.2,0.1,-31.5,-2.2,0.7,-0.1,-5.4,-2.3,-1.3,-0.9
Cc1oc2c(C)c(O)ccc2c(=O)c1-c1ccc2ccccc2n1,22.6*,-1.1,1.2,-1.4,3.0,1.6,0.2,1.3,-2.0,-0.1,-1.5
COc1ccc(CN2C(=O)C(CC(=O)NCCCN(C)C)CC(C(=O)N3CCCCCC3)=C2C)cc1 (stereo not given),1.8,-0.4,.,0.2,0.3,.,0.5,2.6,-3.5,-6.0,-0.7
CCCCNc1ccc(C(CC(N)=O)NC(=O)c2cc(C)cc(C)c2)cc1[N+](=O)[O-] (stereo not given),-1.1,-0.8,0.5,3.1,0.8,0.0,-0.4,-2.2,-0.8,-0.2,-0.9
CC(OC(=O)c1cccs1)C(=O)NCc1cccs1 (stereo not given),-1.2,-1.4,2.8,1.7,-1.6,-0.3,0.9,1.5,-2.1,1.3,-1.0
CCCCOC(=O)Nc1nnc(Cc2ccc(Cl)cc2)s1,-6.3,-0.5,1.9,-13.4,0.0,0.3,0.0,-4.5,-2.9,1.1,-0.6
CCc1nc2cc(Cl)c(Cl)cc2nc1CC,-0.7,0.7,2.9,14.2,0.2,-0.7,0.7,-5.5,-6.0,-1.1,-1.4
Cc1nn(Cc2ccccc2)c(C)c1NC(=O)Cn1nc([N+](=O)[O-])c(Cl)c1C,-2.8,0.3,2.2,-11.0,1.0,0.2,1.2,-0.4,-1.5,-1.1,-0.9
CCn1nnnc1SCCSc1nnnn1CC,1.4,-0.5,1.2,-2.9,0.3,-0.5,0.4,2.4,-1.3,0.8,-1.3
COc1ccccc1CNC(=O)CSc1nc2nc(C)cc(C)n2n1,6.5,-0.8,-2.1,0.8,-1.7,0.2,-0.5,2.9,-0.8,-2.9,-1.1
Cc1ccc(S(=O)(=O)N2CCC(C(=O)Nc3ccccc3N3CCCC3)CC2)c(C)c1,1.2,1.8,-3.1,6.5,-1.2,-0.7,0.0,-10.6,-1.1,-1.7,-1.2
CC(C)C(c1nnnn1Cc1ccccc1)N1CCC(C(N)=O)CC1 (stereo not given),5.8,-0.3,1.8,8.4,2.1,1.1,-0.5,-2.1,-1.0,-2.1,-1.4
O=C(O)c1ccc(OS(=O)(=O)c2cccc(C(F)(F)F)c2)cc1,-5.8,-2.2,0.1,2.7,1.9,-0.2,2.9,0.7,-3.3,0.2,-1.1
COC(=O)/C=C1\NCCNC1=O,-3.7,-0.2,0.6,11.3,0.7,1.8,0.4,-16.6,-3.9,-0.6,0.1
CCCCCN(C(=O)CCC(=O)OCC(=O)N(C)Cc1ccccc1C)c1c(N)n(CCCC)c(=O)[nH]c1=O,-6.8,-0.3,1.8,-2.4,1.3,-0.9,1.2,-3.9,-0.6,-2.2,-1.1
O=C(Cc1ccc(F)cc1)NCCS(=O)(=O)N1CCN(c2ccccc2)CC1,0.7,-1.6,-2.9,-5.3,-0.7,-0.1,-2.0,-1.3,-4.1,-2.6,-0.7
CC1(C(=O)NCCC#N)CCN1C(=O)c1ccccc1CCc1ccccc1 (stereo not given),-6.6,1.5,0.5,4.6,-0.3,.,1.1,-2.7,-4.8,-2.5,-0.6
COc1ccc(N2CCN(C(=O)COC(=O)Cc3ccc(F)cc3)CC2)cc1,1.0,0.9,-0.2,5.6,-1.1,0.9,-0.6,-7.8,-1.5,0.9,-1.1
COc1ccc(S(=O)(=O)n2ccnc2C)c(C)c1C,2.5,-1.6,1.0,3.4,-0.1,3.2,-0.1,-3.5,-0.3,-0.1,-1.3
COc1ccc(NC(=O)C[C@H]2C(=O)N(c3ccc(OC)cc3)C[C@@H]2CSC)cc1,-2.2,-0.7,-0.2,-1.0,-0.4,-0.7,-0.9,-1.0,-2.5,0.6,-0.8
O=C(NCCN1CCCC1)c1ccc2c(c1)N(Cc1ccccc1)C(=O)c1ccccc1S2(=O)=O,3.4,0.5,-1.8,-14.2,-1.9,1.0,2.8,3.8,-0.9,0.3,-1.3
CCOC(=O)N1CCC(NC(=O)c2oc3c(C)c(C)ccc3c2C)CC1,0.2,1.0,1.7,-3.3,-3.2,-0.1,1.4,-6.3,2.8,1.8,-0.8
COc1cc(-c2coc3c(C(=O)Nc4ccc(C(C)C)cc4)cccc23)ccc1O,5.6,5.6*,0.6,-19.2,1.6,.,4.0*,-5.2,1.2,5.8,0.9*
O=[N+]([O-])c1ccc(CN2CCN(Cc3c[nH]c4ccccc34)CC2)cc1,-2.5,2.0,0.0,-21.0,-0.8,1.4,-0.2,-0.9,0.7,-0.1,0.3
CCOC(=O)C(=O)NC(C)c1ccccc1 (stereo not given),-5.2,-0.8,0.7,4.2,-2.0,0.2,-0.8,1.2,-0.9,-2.6,-0.9
CN1CCN(c2nc3c(c(=O)[nH]c(=O)n3C)n2CCCSc2ncccn2)CC1,3.9,-0.5,-0.2,-1.6,-3.5,0.1,0.4,6.1,-5.1,2.4,-0.4
N=c1n(CCCOc2ccccc2Cl)c2ccccc2n1CC(N)=O,-0.4,0.1,1.6,13.1,0.3,-0.4,0.7,-5.9,0.2,1.0,-1.1
O=C(Nc1nnc(S(=O)(=O)N2CCCCCC2)s1)c1ccc(Cl)cc1,5.0,-0.4,0.8,0.5,0.5,0.6,0.3,-3.4,-1.9,-1.1,-0.2
Cc1ccc2c(CC(=O)OC(C)C(=O)NCc3ccc4c(c3)OCO4)coc2c1 (stereo not given),8.1,-1.6,-0.2,-5.3,-0.8,-0.8,-0.8,-1.9,2.3,1.0,-0.7
Cc1cc(Nc2ccccc2N2CCOCC2)n2ncnc2n1,4.7,-2.3,1.5,-3.9,-0.8,1.6,0.3,1.8,-2.5,-0.6,-0.1
Cc1cc(C(C)(C)C)oc1C(=O)N1CCN(C(=O)c2oc(C(C)(C)C)cc2C)CC1,-0.8,-0.6,-0.6,6.1,-1.1,-0.8,0.4,0.0,-0.3,0.4,-1.1
O=C(CCCSc1nc2ccccc2[nH]1)Nc1nnc(C2CC2)s1,-0.4,-0.4,0.1,-8.1,-2.2,0.5,-0.2,0.8,-1.4,0.1,-0.7
COc1ccc(C2c3[nH]c4ccccc4c3CCN2C(=O)c2ccc(=O)n(C)n2)c(F)c1 (stereo not given),-4.9,6.9*,1.9,-26.8,-2.7,1.4,0.2,-13.2,-0.6,8.2,0.4
COc1cc(C(=O)ONC(=O)c2ccc(OC(F)F)cc2)cc(OC)c1OC,1.5,-1.3,-1.2,2.6,-1.6,-1.5,0.4,1.0,-0.5,0.7,-0.9
O=C(C[C@@H]1C[C@@H]2c3cc(NC(=O)C4CCOCC4)ccc3O[C@@H]2[C@H](CO)O1)NCc1ccccn1,-0.5,-1.3,-0.5,10.2,0.4,1.2,0.8,0.7,-4.0,-2.6,-0.9
COc1ccc(-c2cc(C#N)nc(NN)n2)cc1,-1.1,-2.1,-1.4,7.0,-2.6,0.0,-0.8,-13.2,0.4,0.2,-1.9
CC(C)Oc1ccc(C(=O)OC(C)C(=O)Nc2nc(-c3cccc([N+](=O)[O-])c3)cs2)cc1 (stereo not given),0.2,-0.6,0.1,1.7,-1.3,3.3,-0.3,2.2,-0.6,-0.3,-0.9
CN(c1ccc(OCC(=O)Nc2cc(Cl)ccc2C(=O)O)cc1)S(=O)(=O)c1ccc(F)cc1,6.7,1.1,-0.5,-46.5,-0.1,-0.6,-0.2,-9.5,-2.1,-1.9,-1.3
Cc1cc(C)c2nc(-c3ccccn3)cc(C(=O)Nn3cnnc3)c2c1,-1.8,2.1,-0.4,-7.6,-0.3,0.6,-0.7,-46.7,-0.1,0.7,-0.6
C[C@H](NC(=O)c1[nH]cnc1C(=O)N[C@H](C)c1ccccc1)c1ccccc1,4.8,-1.4,3.5,2.8,-1.2,0.5,-0.2,1.5,-0.9,-2.1,-1.4
CCCn1c(SCCC(=O)O)nc2ccccc21,-4.4,0.0,-1.6,4.0,-0.2,-0.2,0.3,-6.4,-4.3,-1.6,-1.3
CCc1ccc(N(CC(=O)N2CCOCC2)S(C)(=O)=O)cc1,-1.5,-0.3,-0.9,0.4,0.1,6.7*,0.0,-1.1,-1.3,-3.2,-0.9
COc1cc(Cl)c(C)cc1NC(=O)CN(C)Cc1cccc(OC)c1OC,2.9,-1.9,2.8,-4.8,-1.8,1.2,-1.3,-8.1,0.1,-3.0,-2.2
COc1ccccc1N1CCN(C(=O)CSc2nnc(NC(=O)C(C)C)s2)CC1,1.6,-1.1,-1.2,-2.8,-1.0,0.0,-2.3,-5.1,0.2,-1.2,-1.7
COc1ccc2[nH]cc(CCNC(=O)Nc3ccccc3C)c2c1,-5.4,-1.4,-0.7,-39.2,-0.9,0.9,-0.4,-10.4,-2.7,-0.1,-1.7

# For reference, three of the compounds above.
SMILES,Rev-erbA mod,hcDAF-12 act,GAA850 FXN act,sPLA2-III inh,PG9 binder,DAX1 inh-1,DAX1 inh-2,PLCb3 inh,SMARCA2 activ,hgDAF-12 ag,ssDAF12 agonist
COc1cc(Cl)c(C)cc1NC(=O)CN(C)Cc1cccc(OC)c1OC,2.9,-1.9,2.8,-4.8,-1.8,1.2,-1.3,-8.1,0.1,-3.0,-2.2
COc1ccccc1N1CCN(C(=O)CSc2nnc(NC(=O)C(C)C)s2)CC1,1.6,-1.1,-1.2,-2.8,-1.0,0.0,-2.3,-5.1,0.2,-1.2,-1.7
COc1ccc2[nH]cc(CCNC(=O)Nc3ccccc3C)c2c1,-5.4,-1.4,-0.7,-39.2,-0.9,0.9,-0.4,-10.4,-2.7,-0.1,-1.7
